# FXIa inh 1536 – human FXIa protease inhibitors, primary screen, biochemical, 1536-well; Coagulation factor XI (Homo sapiens), P03951; purified FXIa, Boc-Glu-Ala-Arg-AMC fluorogenic substrate; inhibition, % at 5 µM; 0.14% of 220,000 active;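 active = inhibition of at least 40%; inactive = inhibition below 40%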;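 also: fluorescence of freed AMC excited at 355 nm; 0% = enzyme without compound and 100% = no enzyme blank; many of its hits are not listed in these tables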
# Furin inh – human furin inhibitors, primary screen, biochemical, fluorescence intensity. 0.061% of 220,000 active. P09958. purified furin, fluorogenic substrate cleavage. inhibition, % at 30 µM; in the data active = inhibition above about 25%; also: inactives centre near -15
# m-calpain inh – inhibitors of pig calpain II, primary screen, biochemical, fluorogenic peptide substrate, 1536-well; purified calpain II, 30 min; inhibition, % at 16 µM; 0.37% of 220,000 active;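 active = inhibition above about 50%, limit read from the data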
# Cl transport mod – KCC2 cotransporter modulators, thallium flux, primary screen, cell-based, HEK293 KCC2, FluoZin-2 fluorescence, MLSMR. Solute carrier family 12 member 5 (Homo sapiens), Q9H2X9. KCC2 cells, thallium flux FluoZin-2 fluorescence. B-score of Tl+ flux slope (higher = more flux/activation; lower = inhibition) at 10 µM. 2.2% of 190,000 active. AID 1456, 2008;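 active = thallium flux slope and its plate-corrected score both differing from the plate sample mean at a set confidence after two filtering rounds, in either direction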;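 also: slope of fluorescence scaled to starting intensity during 10 to 20 s after thallium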
# Target sequence (Q9H2X9 whole entry, looked up): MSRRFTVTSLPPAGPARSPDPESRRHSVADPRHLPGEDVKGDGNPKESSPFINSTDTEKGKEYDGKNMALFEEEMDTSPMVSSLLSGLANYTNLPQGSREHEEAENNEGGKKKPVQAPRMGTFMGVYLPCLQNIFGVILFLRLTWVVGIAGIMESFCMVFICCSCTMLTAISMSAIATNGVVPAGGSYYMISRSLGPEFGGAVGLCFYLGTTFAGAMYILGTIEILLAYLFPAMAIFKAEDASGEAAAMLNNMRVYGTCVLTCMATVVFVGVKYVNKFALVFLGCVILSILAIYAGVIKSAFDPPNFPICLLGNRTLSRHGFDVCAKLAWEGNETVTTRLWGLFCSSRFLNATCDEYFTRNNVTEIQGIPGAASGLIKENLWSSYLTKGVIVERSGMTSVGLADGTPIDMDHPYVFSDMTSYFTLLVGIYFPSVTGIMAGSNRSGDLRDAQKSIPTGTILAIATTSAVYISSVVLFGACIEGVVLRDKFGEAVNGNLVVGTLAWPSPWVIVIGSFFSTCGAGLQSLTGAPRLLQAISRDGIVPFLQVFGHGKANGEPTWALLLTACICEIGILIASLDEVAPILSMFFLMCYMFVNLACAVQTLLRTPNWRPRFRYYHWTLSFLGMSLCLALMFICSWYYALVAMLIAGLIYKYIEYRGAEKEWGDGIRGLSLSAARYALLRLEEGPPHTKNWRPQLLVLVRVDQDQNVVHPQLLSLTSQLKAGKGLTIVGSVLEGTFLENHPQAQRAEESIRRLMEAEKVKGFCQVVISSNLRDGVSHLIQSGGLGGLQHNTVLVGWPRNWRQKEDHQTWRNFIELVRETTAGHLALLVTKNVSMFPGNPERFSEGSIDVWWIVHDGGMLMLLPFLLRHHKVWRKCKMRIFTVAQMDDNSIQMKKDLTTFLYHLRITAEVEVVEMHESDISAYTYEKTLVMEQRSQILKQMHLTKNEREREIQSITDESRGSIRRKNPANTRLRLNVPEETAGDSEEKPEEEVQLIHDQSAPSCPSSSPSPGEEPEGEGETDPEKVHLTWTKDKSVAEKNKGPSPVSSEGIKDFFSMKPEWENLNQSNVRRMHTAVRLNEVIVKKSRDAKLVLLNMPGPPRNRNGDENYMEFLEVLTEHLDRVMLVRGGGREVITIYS
# PERK inh – block of dimerizer-induced PERK translation repression, primary screen, PERK inhibitor project, CHO PERK-DD cells, SEAP luminescence, HTS. Eukaryotic translation initiation factor 2-alpha kinase 3 (Homo sapiens), Q9NZJ5. CHO PERK-DD fusion, SEAP luminescence translation reporter. inhibition, % at 5.6 µM. 0.17% of 220,000 active;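 active = inhibition above the mean inhibition of all tested compounds plus 3 SD, set separately per screening campaign, cut at about 2.9% in these data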;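 also: PERK kinase domain activated by AP20187 dimerizer at 100 nM; 0% = DMSO with dimerizer and 100% = rapamycin at 8.4 µM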
# Rad51 HR inh – human RAD51 strand exchange inhibitors, primary screen, biochemical, fluorescence; hRad51 DNA strand exchange, fluorescence dequenching; inhibition, % at 10 µM; 0.085% of 200,000 active; AID 1385, 2008;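 active = inhibition above 40% at the single screening dose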;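 also: 0% = DMSO control wells and 100% = blanks with heterologous ssDNA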
#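 material = hRad51 filaments on single-stranded DNA | reagent = Donor/quencher-labelled 47-bp dsDNA substrate | compound = 10 µM final, single point | schedule = strand-exchange reaction 15 min at room temperature | measured by = fluorescein emission 520 nm, excitation 485 nm | read-out basis = % inhibition versus plate control and blank means | benchmarks = plate controls and plate blanks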
# FXIIa inh – human FXIIa protease inhibitors, primary screen, biochemical, 1536-well | purified FXIIa, Boc-QGR-AMC fluorogenic substrate, 2 h | AID 800, 2007 | 0.3% of 220,000 active | inhibition, % at 5 µM | Coagulation factor XII (Homo sapiens), P00748; in the data active = inhibition above about 40%;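 also: 0% = enzyme with no compound and 100% = blank without enzyme; many of its hits are not listed in these tables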
# Thrombin inh – human alpha-thrombin inhibitors, primary screen, counter-screen for coagulation protease inhibitor project, biochemical, 1536-well, fluorogenic AMC substrate; 0.26% of 220,000 active; Boc-VPR-AMC fluorogenic substrate cleavage; Prothrombin (Homo sapiens), P00734; inhibition, % at 5 µM;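 active = inhibition at or above 40%; inactive = inhibition below 40%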;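 also: 0% = enzyme with no compound and 100% = wells without enzyme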
#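 System – human alpha-thrombin · Medium – pH 7.5 Tris (50 mM) with NaCl 150 mM, Tween 20 0.05% · Compound – single-point dosing at 5 µM, 0.2% DMSO · Incubation – enzyme reaction carried out at room temperature · Technique – fluorescence of released AMC, ex 355 nm, em 460 nm · Read-out basis – % inhibition of thrombin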
# KLK5 inh – human KLK5 protease inhibitors, primary screen, biochemical, 1536-well; Kallikrein-5 (Homo sapiens), Q9Y337; recombinant hK5, fluorogenic AMC substrate cleavage; inhibition, % at 5 µM; 0.59% of 210,000 active; AID 873, 2007;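 active = inhibition of 40% or more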;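 also: 0% = enzyme controls without compound and 100% = no-enzyme blanks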
# Starred values were filed as active, the others as inactive; nt = not tested or not shown; [ ] = remark or other dose.
Structure	FXIIa inh	PERK inh	KLK5 inh	Furin inh	m-calpain inh	FXIa inh 1536	Cl transport mod	Thrombin inh	Rad51 HR inh
COc1ccnc(NCc2cccc(C(F)(F)F)c2)c1C#N	-1	0.3	-2	-22[20 µM]	-55	-8	nt	-4	3
C=CCn1c(CC(C)(C)C)nc2ccccc21	4	1.5	-8	-2	4	-4	-0.12	5	12
COc1ccc(C(=O)Nc2nc3nccc(-c4ccccc4)n3n2)cc1	-6	-1.4	-9	-16	19	-12	-4.7	-7	-4
NC[C@@]12CCCC1C1CCC2C1 (stereo partly specified)	7	1.0	-17	-17	12	-6	0.48	-7	-2
CCN1CCN(CC(O)COCC2COc3ccccc3O2)CC1 (stereo unspecified)	12	1.0	16	-25	-24	4	0.49	1	2
O=C(NC1CCCCC1)C(c1ccc(Cl)cc1)N(C(=O)c1cnccn1)c1ccc2c(c1)OCO2 (stereo unspecified)	8	0.6	-13	-10[20 µM]	-22	4	1	0	5
COc1ccc(/C(C)=N\n2cnnc2)cc1	7	0.2	2	-15	-15	-2	-3.1	-1	27
CCOc1ccc(NC(=O)CS(=O)(=O)c2cn(CC)c3ccccc23)cc1	14	0.1	-1	-34	24	11	nt	2	4
CCOc1ccccc1NC(=O)Cc1c(F)cccc1Cl	-2	-0.1	-9	-12	39	-11	-0.18	-9	4
COc1ccccc1N1C(=S)N=C(Nc2c(C)cccc2C)C12CCCC2	1	-0.1	-9	-7	9	-3	6.2*	-12	3
Cc1cc(=O)oc2cc(OCCCN3C(=O)c4ccccc4C3=O)ccc12	3	0.3	-4	-14	-13	6	0.23	-8	2
COc1cccc(N2CC(O)Cn3c2nc2c3c(=O)n(CCCc3ccccc3)c(=O)n2C)c1 (stereo unspecified)	15	-0.9	-21	-26	-22	-5	-0.15	-12	4
CN(C)S(=O)(=O)n1cnc(-c2ccccc2)c1-c1ccccc1	9	0.2	-4	-27[20 µM]	2	-4	-1.9	-7	-3
N#Cc1cc2c(nc1S(=O)(=O)Cc1ccccc1)CCCC2	0	-0.6	-2	-11	3	-3	0.66	-9	-1
O=C1NC2(CCCCC2)C(=O)N1Cc1ccc([N+](=O)[O-])cc1	2	0.1	-16	1	35	-3	-0.024	-17	-3
O=C(CC1C(=O)NCCN1CC1CCCCC1)NCCc1ccc(F)cc1 (stereo unspecified)	11	-0.1	5	-17	-44	-2	-0.74	-4	-6
Cc1cc(NC(=O)COC(=O)C2COc3ccccc3O2)no1 (stereo unspecified)	4	-1.1	-22	-12[20 µM]	-1	0	0.69	0	-12
NC(=O)C1CCN(c2cc(Cl)ccc2[N+](=O)[O-])CC1	3	0.5	-3	-9	12	-3	0.33	-10	nt
Cc1ccccc1-n1nc(-c2cccnc2)cc1C(=O)N/N=C/c1ccncc1	8	0.3	-3	0	-1	-5	0.72	-7	-2
C/C(=N\NC(=O)CNc1cccc2ccccc12)c1ccc(Br)s1	1	1.1	-12	-13	18	-11	0.37	-13	-4
COc1ccccc1NC(=O)CSCc1ccc([N+](=O)[O-])cc1	5	2.0	0	-16	1	-1	-0.92	0	21
Cn1c(-c2ccc(Cl)cc2)cnc1NCc1cc2c(cc1[N+](=O)[O-])OCO2	16	0.5	-24	4	4	5	-0.043	2	-3
CN(C)S(=O)(=O)N1CCN(S(=O)(=O)N2CCOCC2)CC1	12	0.8	0	1	22	4	1.6	nt	5
Cc1cc(C)nc(NN2C(=O)/C(=C/c3ccc(O)cc3)SC2=S)n1	18	1.3	27	-16[20 µM]	11	1	nt	9	-38
COC(=O)C1(S(=O)(=O)C2(C(=O)OC)CCCC2)CCCC1	13	0.6	-9	-15	1	-5	nt	-10	0
O=C(N/N=C/C1CCCCC1)c1cc(Cl)ccc1O	5	2.6	-45	-11[20 µM]	-93	2	1.9	0	8
CCCCSc1nc2[nH]ncc2c(=O)[nH]1	-4	0.8	-9	-9	-1	4	0.026	-4	2
O=C(COC(=O)c1ccc(Br)cc1)NCCN1C(=O)CSC1=O	3	0.6	-2	-11	20	-4	nt	-8	-4
CSc1ccccc1NC(=O)Nc1cccc(Cl)c1	15	-0.3	1	0[20 µM]	5	5	-0.53	3	-2
CCOc1ccccc1NC(=O)CCC(=O)Nc1ccccc1OCC	6	-0.8	-31	-11[20 µM]	-37	-17	0.16	-2	10
COc1ccc(CNC(=S)Nc2ccc3nc(N4CCN(C)CC4)cc(C)c3c2)cc1	4	-0.3	-3	-11	5	-6	0.35	-5	5
COc1ccc(C(=O)Nc2ccccc2C(=O)N(Cc2ccco2)C(C(N)=O)C(C)C)cc1 (stereo unspecified)	9	0.8	23	-10[20 µM]	14	-4	-0.15	1	3
CS(=O)(=O)N1N=C(c2cccs2)CC1c1ccco1 (stereo unspecified)	14	0.1	3	-1	-33	5	0.39	-7	-11
COc1ccc(/C=C(/C#N)C(=O)NC2CCCCC2)cc1Br	-1	0.6	6	-23[20 µM]	-1	-2	1.1	0	2
CC(=O)OCCCNc1cc(Sc2ccc(C)cc2)c2nonc2c1[N+](=O)[O-]	5	0.5	3	-33	9	-4	-0.06	-2	2
O=C(c1ccc2c(=O)n(C3CCCC3)c(=S)[nH]c2c1)N1CCCCCC1	-1	0.1	-6	-21	6	-7	5.3*	2	2
CN(CCc1cn[nH]c1)C(=O)CC1C(=O)NCCN1Cc1ccccc1C(F)(F)F (stereo unspecified)	9	0.0	5	-7	3	2	-0.12	-9	12
COc1ccccc1Nc1nnc(Cc2ccccc2)c(=O)[nH]1	0	-0.1	-14	-21	-19	5	0.088	2	7
O=C(CSC1=NCCS1)Nc1cccc(F)c1	6	0.4	-288	-31	-22	-2	nt	-6	4
COc1ccc(NC(=O)COC(C)=O)cc1Cl	7	1.7	-17	-27	-14	5	0.54	-6	-5
CC(C)c1ccccc1-n1cc[nH]c1=S	10	0.4	1	-34	12	-6	0.42	-21	-5
CCCN1C(=O)N(c2cccc(C)c2)C(C)(O)CC1(C)C (stereo unspecified)	4	1.1	-8	-11	33	4	0.064	-2	18
NS(=O)(=O)c1ccc(NC(=S)NC(=O)/C=C/c2cccs2)cc1	-3	-0.5	-1	-5	-84	-5	2.2	-2	nt
Cc1ccc(NC(=O)Nc2c(C)n(C)n(-c3ccccc3)c2=O)cc1C	14	0.2	5	-26	-37	0	nt	2	4
Cn1c(=O)c2c(nc(NCCCO)n2C/C=C/c2ccccc2)n(C)c1=O	15	-1.3	-14	-24[20 µM]	-33	8	-0.61	1	-4
COc1ccc2c(=O)cc(C(=O)O)oc2c1	1	0.8	-5	-9	-41	-1	0.31	nt	4
CC1CCN(S(=O)(=O)c2cc(C(=O)N3CCN(c4ncccn4)CC3)ccc2Br)CC1	3	-1.0	-21	-16	13	-7	-0.38	-9	-1
CCSC1=C(C#N)C(c2cccs2)C(C(=O)OC)=C(C)N1 (stereo unspecified)	6	-0.3	-9	-6	10	0	-1.8	1	-2
O=S(=O)(c1ccc(Cl)cc1)N1CCC(N2CCOCC2)CC1	4	-0.8	8	-10[20 µM]	5	-5	0.66	-5	1
CC1CCCCC1NC(=O)CCn1c(=O)oc2ccccc21 (stereo unspecified)	10	-0.4	-7	6[20 µM]	15	5	-0.21	0	4
COc1ccc(CC(=O)Nc2ccc(S(=O)(=O)Nc3ncccn3)cc2)cc1OC	5	0.2	4	-17	-15	-1	-0.077	-3	-8
COc1ccc(N(CC(=O)N2CCN(c3ccc(F)cc3)CC2)S(=O)(=O)c2c(C)n[nH]c2C)cc1	7	-0.1	-2	-15	20	-2	-2.8	21	2
CCOc1c(Cl)cnn(-c2ccc(C)cc2)c1=O	10	1.2	9	-23[20 µM]	-21	-4	nt	-1	19
O=C(CSc1nc2ccccc2s1)Nc1cc(S(=O)(=O)N2CCOCC2)ccc1Cl	-1	-0.8	7	-9	-70	-9	0.76	2	0
COC(=O)c1c(NC(=O)CCC(=O)O)sc2c1CCCCC2	11	0.8	-6	-12	0	4	-0.22	-11	11
O=C(CSc1cccc2cccnc12)OCC(=O)c1ccc(Br)cc1	13	0.7	-18	-24[20 µM]	-105	3	nt	-6	5
COc1cc(CC(=O)OCC(=O)N2CC(=O)Nc3ccccc32)cc(OC)c1OC	3	1.8	-4	-17	-6	1	0.3	-5	19
CCN(CC(=O)Nc1ccc(S(=O)(=O)N2CCCC2)cc1)CC(=O)Nc1cccc(OC)c1	4	-0.2	1	-24	3	1	-0.011	1	15
O=S(=O)(Cc1ccccc1)Nn1cnnc1	4	0.5	-21	-13	-20	9	0.089	3	-8
CC(=O)c1c(Nc2cccc(F)c2)oc(C)cc1=O	2	-0.2	0	-5	13	-4	-0.26	-4	-2

# Shown as a hit in Cl transport mod, among the entries above:
SMILES | FXIIa inh | PERK inh | KLK5 inh | Furin inh | m-calpain inh | FXIa inh 1536 | Cl transport mod | Rad51 HR inh
COc1ccccc1N1C(=S)N=C(Nc2c(C)cccc2C)C12CCCC2 | 1 | -0.1 | -9 | -7 | 9 | -3 | 6.2* | 3
O=C(c1ccc2c(=O)n(C3CCCC3)c(=S)[nH]c2c1)N1CCCCCC1 | -1 | 0.1 | -6 | -21 | 6 | -7 | 5.3* | 2

# Additional structures follow:
Structure	FXIIa inh	PERK inh	KLK5 inh	Furin inh	m-calpain inh	FXIa inh 1536	Cl transport mod	Thrombin inh	Rad51 HR inh
O=C1C2C(C(=O)N1/N=C/c1ccc([N+](=O)[O-])o1)C1C=CC2C12CC2 (stereo unspecified)	12	0.8	-3	-5	-8	5	1.2	-1	nt
Cc1ccc(NC(=O)Cn2cc(S(=O)(=O)c3ccccc3)c(=O)c3cc(F)ccc32)cc1	3	0.9	-13	-11	-13	0	1.1	-3	nt
CCOc1ccc(CNc2cccc(SC)c2)cc1	2	1.1	0	-23	-2	-1	0.00051	12	13
CCCc1nc2sc3c(c2c(=O)n1NC(=O)CCC(=O)O)CCCC3	10	1.0	-3	-14[20 µM]	-37	-3	-0.4	-1	1
COCCCNc1nc(N)c([N+](=O)[O-])c(NCC2CCCO2)n1 (stereo unspecified)	12	-0.5	3	13	6	3	0.53	1	6
CS(=O)(=O)N(CCc1ccccc1)CC(=O)N1CCN(Cc2ccc3c(c2)OCO3)CC1	14	0.1	-11	-17[20 µM]	-11	1	1.7	6	1
Cn1cccc1C(=O)C(=O)Nc1cccc(Cl)c1Cl	11	1.2	-20	-15[20 µM]	5	-2	1.2	1	0

# Compound activity (PubChem BioAssay)

# A portion of the library; the hit share may differ from the screen's.
